Assay outcomes: PubChem, several laboratories
MEX-5 binding: C. elegans MEX-5 TCR-2 RNA binding activity; MEX-5/FITC-TCR2 RNA binding, fluorescence polarization; hits give low values; activity score (negative = inhibition of binding), % at 10 µM; 300,000 tested, 0.38% active; AID 1832;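 active means inhibition past about -25% in most replicates, and total fluorescence under double the plate's negative control median, limit read from the data; inconclusive means replicates evenly split on the limit, or fluorescence at least double controls; inactive means too little inhibition in most replicates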;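 further: 0% = DMSO and -100% = 5 µM competing unlabeled TCR2 RNA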
pPAFAH FP inh: inhibitors of human plasma PAF acetylhydrolase (pPAFAH); Q13093; recombinant pPAFAH, FP-rhodamine probe fluorescence polarization; inhibition, % at 3.39 µM; 330,000 tested, 1.5% active; AID 463082;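 active means inhibition above the mean inhibition across the screen plus 3 SD, cut at about 25% in these data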;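 further: inhibitors block binding of the rhodamine activity-based probe so polarization drops; 0% = enzyme with DMSO and 100% = wells lacking pPAFAH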
Target sequence (Q13093 whole entry, looked up): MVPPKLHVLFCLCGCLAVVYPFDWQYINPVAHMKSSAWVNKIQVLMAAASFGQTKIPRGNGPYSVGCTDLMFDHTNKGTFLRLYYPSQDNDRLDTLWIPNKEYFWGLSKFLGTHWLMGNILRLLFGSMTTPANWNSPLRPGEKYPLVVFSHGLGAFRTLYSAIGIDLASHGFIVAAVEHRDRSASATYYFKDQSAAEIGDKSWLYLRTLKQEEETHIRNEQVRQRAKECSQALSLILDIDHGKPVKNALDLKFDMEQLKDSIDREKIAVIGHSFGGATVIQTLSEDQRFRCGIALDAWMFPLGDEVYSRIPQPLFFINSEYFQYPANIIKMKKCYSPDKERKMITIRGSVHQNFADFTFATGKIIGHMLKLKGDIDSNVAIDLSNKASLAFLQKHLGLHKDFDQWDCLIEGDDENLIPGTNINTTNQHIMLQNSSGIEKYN
PAFAH1B2 inh: inhibitors of human PAFAH1B2 | P68402 | recombinant PAFAH1B2, FP-rhodamine activity probe, fluorescence polarization | inhibition, % at 3.39 µM | 340,000 tested, 1.2% active | AID 492953;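 active means inhibition above the mean of all tested compounds plus 3 SD, cut at about 24% in these data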;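 further: 0% = enzyme with DMSO and 100% = wells lacking PAFAH1B2; many of its hits are not listed in these tables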
Target sequence (P68402 whole entry, looked up): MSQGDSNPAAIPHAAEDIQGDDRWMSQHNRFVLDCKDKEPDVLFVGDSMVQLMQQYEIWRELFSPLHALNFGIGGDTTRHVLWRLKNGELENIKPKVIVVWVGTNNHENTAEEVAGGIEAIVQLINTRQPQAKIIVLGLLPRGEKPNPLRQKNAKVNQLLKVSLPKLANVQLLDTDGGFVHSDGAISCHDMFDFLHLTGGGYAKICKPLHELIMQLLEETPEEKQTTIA
BCLXL inh: inhibitors of human Bcl-xL | GST-Bcl-xL / FITC-Bim BH3 peptide fluorescence polarization | inhibition, % at 10.9 µM | 320,000 tested, 0.7% active | AID 2129;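 active means inhibition above the mean of all tested compounds plus 3 SD, cutoff set per campaign, cut at about 30% in these data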;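 further: 0% = DMSO wells and 100% = unlabeled Bim-BH3 peptide competitor; inhibitors lower millipolarization by displacing the labeled peptide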
Target sequence (Q07817 whole entry, looked up): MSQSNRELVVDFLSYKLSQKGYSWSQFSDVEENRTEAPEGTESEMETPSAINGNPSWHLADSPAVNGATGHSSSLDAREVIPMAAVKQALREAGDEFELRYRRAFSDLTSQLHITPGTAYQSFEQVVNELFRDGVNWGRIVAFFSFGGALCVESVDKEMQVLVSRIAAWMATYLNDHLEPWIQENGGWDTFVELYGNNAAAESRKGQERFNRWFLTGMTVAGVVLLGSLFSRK
GLD-1 TGE inh: GLD-1-TGE RNA interaction inhibition (C. elegans); purified GLD-1 + fluorescein TGE RNA, fluorescence polarization; inhibition, % at 5.96 µM; Q17339; 320,000 tested, 0.44% active;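 active means percent inhibition above a per-plate cutoff, the plate mean of test compounds plus 3 SD, cut at about 30% in these data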;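 further: 0% = DMSO wells with GLD-1 and probe and 100% = wells lacking GLD-1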
AHR activator: human AHR activation | AID 2796 | AHR-responsive luciferase reporter cells, luminescence | activation, % at 5 µM | 320,000 tested, 2.5% active | P35869; in the data active means activation above about 47%;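 further: 0% = vehicle wells and 100% = reference agonist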
MCL1-BIM inh: disrupts human MCL1 binding to BIM-BH3 peptide; GST-MCL1 / FITC-Bim-BH3 fluorescence polarization; 320,000 tested, 0.68% active; Q07820; AID 2057; inhibition, % at 10.9 µM;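 active means inhibition above the mean inhibition of all tested compounds plus 3 SD, set per campaign, cut at about 40% in these data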;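 further: 0% = DMSO wells and 100% = unlabeled Bim-BH3 peptide control; higher means more loss of mP so more displacement of Bim peptide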
Fam108B inh: blocks mouse Fam108B hydrolase in RBBP9 counter-screen. recombinant Fam108B, FP-Rh probe fluorescence polarization. inhibition, % at 9.51 µM. 300,000 tested, 0.33% active. AID 1947;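 active means inhibition above the screen mean inhibition plus 3 SD, computed separately per campaign, cut at about 18% in these data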;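 further: inhibitors lower polarization as less probe binds the enzyme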
PME-1 primary: PME-1 (human) inhibition. inhibition, % at 5.9 µM. AID 2130. recombinant PME-1, FP-Rh probe fluorescence polarization. 320,000 tested, 0.53% active;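 active means inhibition above the campaign mean of all compounds plus 3 SD, cut at about 26% in these data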;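 further: competitive labeling of PME-1 active site by serine hydrolase directed probe; 0% = PME-1 with DMSO and 100% = wells lacking PME-1 enzyme; inhibitors block probe labeling so polarization falls and inhibition rises; many of its hits are not listed in these tables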
* = called active by the depositor; ? = inconclusive; . = no result given; & = joins results of further samples. A portion of the library; the hit share may differ from the screen's.

Every second line gives: PAFAH1B2 inh, MEX-5 binding, MCL1-BIM inh, pPAFAH FP inh, PME-1 primary, GLD-1 TGE inh, AHR activator, BCLXL inh, Fam108B inh
1: CCN(CC)c1ccc(/C=C(\C#N)c2ccccn2)cc1
→ 4, -6.4, -42, 16, 7, -119, -8, -22, 0
2: O=c1[nH]c(CSc2nc3ccccc3s2)nc2cc(Cl)ccc12
→ ., 0.8, -4, -11, -6, -11, 53*, -6, -9
3: CN(C(=O)CSc1nnc(-c2cccc(F)c2)n1N)C1CCS(=O)(=O)C1 (stereo unspecified)
→ -1, 1.5, 3, 5, 5, 0, 2, 0, 2
4: CCOc1ccc(NC(=O)CSc2nc(=O)n(Cc3ccccn3)c3c2CCC3)cc1
→ 4, 0.6, 2, -1, -8, 1, 0, 2, -3
5: CN(C)c1ccc(C(=O)N2CCCC(CCC(=O)N3CCN(c4ccccn4)CC3)C2)cc1 (stereo unspecified)
→ 4, -1.7, -3, 26*, 1, 0, -1, 3, -2
6: O=P(c1ccccc1)(c1ccccc1)c1cc(Br)cc(Br)c1OCCO
→ 2, 1.7, 0, 0, -2, -5, 1, 5, 0
7: O=C(N/N=C\c1ccccc1OCc1ccccc1)c1ccco1
→ 1, -0.9, -4, 1, 0, 4, 5, -4, -1
8: CN(C)CCN(C(=O)c1ccc2ccccc2c1)c1nc2cc3c(cc2s1)OCCO3
→ -5, 2.4, 2, 3, 2, 5, 6, -1, -4
9: COC(=O)Cc1[nH]n(-c2nc3ccccc3s2)c(=O)c1C(C)=O
→ 2, 3.6, 13, 2, -6, -1, 3, 7, 0
10: Cc1ccc(S(=O)(=O)Nc2ccc(Oc3cccnc3)nc2)cc1
→ 9, 2.7, 1, 2, -5, -2, 2, 7, -1
11: c1ccc(CN2CCN(c3cnc4ccccc4n3)CC2)cc1
→ 10, 0.7, 7, 2, 0, 13, 6, 11, 0
12: CCC(=O)c1ccc(OCC(O)CN(CCc2ccccc2)Cc2ccccc2)cc1 (stereo unspecified)
→ -3, 0.3, -5, 1, -6, 2, -1, 1, -7
13: CCCn1cc(S(=O)(=O)c2ccccc2)c(=O)c2cc(OCC)ccc21
→ 5, -1.0, -2, -1, 4, 6, -2, 6, 1
14: O=C(NCCCN1CCOCC1)c1cc(-c2ccccc2)nc2ccccc12
→ 1, 0.0, -2, 0, 0, 3, 3, -3, -1
15: CCc1ccc(OCC(=O)Nc2ncc3c(n2)CC(C)(C)CC3=O)cc1
→ 1, 1.0, -5, 7, 3, 5, -4, -6, -7
16: CC(NC(=O)c1ccc(NC(=O)c2ccco2)cc1)c1ccccc1 (stereo unspecified)
→ 0, -1.6, -3, -2, 1, -2, -1, -6, -3
17: O=C(COC(=O)/C=C/c1ccc(F)cc1)Nc1ccc(S(=O)(=O)N2CCOCC2)cc1
→ 2, ., ., 3, ., 1, -1, ., .
18: O=C(Nc1ccccc1)Nc1ccc(F)cc1F
→ -4, 1.0, -5, 6, -2, 5, 7, 1, -3
19: COc1ccc(C)cc1-n1ccn(CC(=O)Nc2ccc(Br)cc2F)c(=O)c1=O
→ 0, 4.0, -4, 4, -1, 0, -1, 0, 0
20: CN(CC(=O)Nc1cccc(F)c1)C(=O)c1ccc(OCc2ccccc2)cc1
→ 3, ., 2, 3, 7, 1, 7, 2, .
21: O=C(NCc1n[nH]c(=S)n1-c1ccc(F)cc1)c1ccc(S(=O)(=O)N2CCCC2)cc1
→ 5, 0.8, -14, 5, -2, -2, -1, -11, 2
22: COc1ccc([C@H]2CC(=O)C=C(c3cc4ccccc4s3)C2)cc1
→ 4, ., 3, 3, -5, -2, 3, 4, .
23: COc1ccc(-c2c(C#N)c(N)nc3sc(C(=O)c4ccccc4)c(N)c23)cc1
→ 2, -2.6, 7, 2, 7, 0, -1, 4, -2
24: CN(C)S(=O)(=O)c1ccc(C(=O)Nc2ccc(S(=O)(=O)NC3=NCCCCC3)cc2)cc1
→ 3, -3.0, -13, -3, -1, 4, 7, -2, 1
25: CCOc1ccc(OCC)c(S(=O)(=O)NCc2ccc3c(c2)OCO3)c1
→ -4, -1.6, -6, -3, 1, 1, 17, -5, 0
26: NC(=O)c1ccsc1NC(=O)c1coc2ccccc2c1=O
→ 3, -1.7, 8, -1, -21, 2, -6, 9, -1
27: COc1cccc(OCC(O)CN2CCN(c3ccccc3)CC2)c1 (stereo unspecified)
→ 9&9, -0.1&1.1, 6&3, 3&1, -2&0, 0&2, 0&2, 4&2, 1&-3
28: O=C(OCc1cc(=O)n2ccsc2n1)c1ccccc1O
→ 5, ., ., 0, ., -5, 0, ., .
29: COc1ccc(NC(=O)CCCC(=O)c2ccccc2)cc1OC
→ 3, 1.1, 2, 5, -8, 4, 0, 3, -3
30: COC(=O)Cc1csc(NCc2ccccc2)n1
→ 2, 1.3, 5, 5, -2, 5, 2, 5, -6
31: O=C(O)c1cccc(-n2cccc2/C=N/O)c1
→ 5, -0.8, 13, 14, -3, 8, 1, 0, 2
32: COc1ccccc1CCCNC(=O)C1CCC(=O)N(CCCN2CCCC2=O)C1 (stereo unspecified)
→ 0, ., 7, 3, -1, 2, -1, 2, -2
33: CC(=O)NS(=O)(=O)c1ccc(NC(=O)c2ccc3c(c2)NC(=O)CS3)cc1
→ -3, ., ., 6, ., 5, 1, ., .
34: CC/C(=C/c1sc2ccc(C)cc2[n+]1CCCS(=O)(=O)[O-])SC
→ ., 1.9, 11, 2, -8, -1, 2, 4, 0
35: CCN(CC)CCCNc1nc(CN2CCOCC2)nc2sc3c(c12)CCC3
→ -7, ., -1, -1, -4, 5, 7, -1, -5
36: Cc1cccc(C)c1OCc1cc(C(=O)N(Cc2c(C)nn(C)c2C)C2CC2)no1
→ 0, 0.4, 0, 3, -9, 1, 0, 4, 2
37: O=C(NCCS(=O)(=O)N1CCN(c2ccccc2)CC1)c1ccccc1F
→ 3, -1.8, -3, 0, 2, -2, 4, 3, 3
38: C(=NC12CN3CN(CN(C3)C1)C2)c1ccc2c(c1)OCO2
→ 1, -2.7, 4, 4, 0, 1, -1, 7, -1
39: Cc1cccc(C(=O)NC(=S)NC(C)c2ccccc2)c1 (stereo unspecified)
→ ., 0.0, 1, 6, 0, 3, 1, 13, 1
40: CC(C)CSc1nc2c(c(=O)[nH]c(=O)n2C)n1CCc1ccccc1
→ 4, -0.5, 3, 5, 6, -2, 3, 2, 6
41: COc1ccc(C(C(=O)NC2CCCC2)N(CC2CCCO2)C(=O)Cc2cccs2)cc1OC (stereo unspecified)
→ -4, 0.0, 17, 0, 6, -3, 0, 3, 0
42: CCOC(=O)C1=C(COC(=O)c2cccc(Cl)c2)NC(=O)NC1C (stereo unspecified)
→ 3, -1.0, -1, 4, 4, -1, -4, 6, 1
43: O=C(NCc1nnc(SCC(=O)N2CCCCCC2)o1)c1ccccc1F
→ 5, ., 7, -2, 2, -3, -2, 6, -3
44: O=C(Nc1nc(-c2ccccc2)cs1)C1c2ccccc2Oc2ccccc21
→ 1, 2.0, -13, -20, -45, -4, 15, -12, -34
45: O=C(/C=C/c1ccc(S(=O)(=O)N2CCOCC2)cc1)NCc1ccc(Cl)cc1
→ 10, -1.7, -10, 4, 2, -3, 3, -4, 2
46: CCOc1ccc(C(CC(=O)O)NC(=O)C(c2ccccc2)c2ccccc2)cc1OC (stereo unspecified)
→ 16, ., 0, 1, 3, -2, 1, -2, .
47: CC(=O)Nc1ccc(/C(C)=N/Nc2nc(Nc3cccc4ccccc34)nc(N3CCOCC3)n2)cc1
→ 2, 0.4, 8, -5, 8, 9, 32, -5, 7
48: Oc1ccc(-c2nc3ccc4ccccc4c3c3c2CCC3)cc1O
→ 3, -0.2, 15, 33*, -2, 7, 4, 5, -1
49: Cc1ccc(C(=O)Nc2nnc(-c3ccco3)o2)cc1
→ 2, -2.0, -1, 4, -3, -1, 9, 4, -1
50: O=C(CCCC(=O)N(CC(=O)NC1CCCCC1)Cc1ccccc1)Nc1ccccn1
→ 10, 2.7, -3, 1, -1, 1, 2, 3, -9

Continued.
Every second line gives: PAFAH1B2 inh, MEX-5 binding, MCL1-BIM inh, pPAFAH FP inh, PME-1 primary, GLD-1 TGE inh, AHR activator, BCLXL inh, Fam108B inh
51: COC(=O)c1cccc(NCN2C(=O)c3ccccc3C2=O)c1
→ -1, -1.2, 7, 4, -1, -3, 1, 2, -3
52: COC(=O)c1ccccc1NC(=O)Nc1nnc(N2CCC(C)CC2)s1
→ -3, 1.1, -2, 4, -2, 0, -1, 2, 1
53: O=C(Nc1ccccc1F)C1CCCN(S(=O)(=O)c2ccc(-n3cnnn3)cc2)C1 (stereo unspecified)
→ 3, -0.4, -3, 0, -4, -3, -1, -3, -3
54: Fc1ccc(C(c2ccc(F)cc2)N2CCN(C/C=C/c3ccccc3)CC2)cc1
→ 4, 1.8, 11, -3, -3, 1, 1, 11, -5
55: CCCCOc1ccc(-c2cc(C(F)(F)F)c(C#N)c(SCC(=O)O)n2)cc1
→ 3, ?, 1, 4, -9, 5, -1, 0, 3
56: C[C@H](CO)N1C[C@H](C)[C@@H](CN(C)CC2CCCCC2)Oc2c(NS(=O)(=O)c3ccccc3)cccc2C1=O
→ 2, ., ., 1, ., -2, -5, ., .
57: O=C(Cn1nnc(-c2ccccc2Cl)n1)Nc1cccc(S(=O)(=O)N2CCCC2)c1
→ -3, ., ., 1, ., -1, 0, ., .
58: N#Cc1ccsc1NC(=O)COC(=O)c1ccc2ccccc2c1
→ -7, 3.7, -27, 7, -10, -11, 8, -8, -10
59: O=[N+]([O-])/C(C(Cl)=C(Cl)Cl)=C(/NC1CC1)Sc1ccccc1
→ 7, 1.1, 11, 1, -4, 0, 0, 4, 3
60: COc1ccccc1NC(=O)C/C(N)=N/O
→ 3, 2.2, -5, 0, 1, 2, 6, 4, 2
61: CC(=O)c1ccc(Sc2nnc(C)s2)c([N+](=O)[O-])c1
→ 9, 2.1, -3, 2, -1, 3, 1, 5, 1
62: COc1ccc(CN2C(=O)c3cccnc3C2=O)cc1S(=O)(=O)N(C)Cc1ccco1
→ -1, -2.5, -7, 1, -2, 1, 0, -6, 5
63: O=C1/C(=C/c2ccc(Cl)cc2)NC(=S)N1Cc1cccnc1
→ ., 2.0, 9, -4, -7, 2, 5, 6, 1
64: Cc1ccc(S(=O)(=O)N(C)C)cc1NC(=O)Nc1c(-c2ccccc2)noc1C
→ ., -1.7, 8, -7, 5, -9, 1, 1, 0
65: CN1CCN(C(=O)/C(=C/c2ccc(N(C)C)cc2)NC(=O)c2ccccc2)CC1
→ 0, 3.8, -47, -1, 3, -28, 5, -32, -2
66: COC(=O)Nc1ccc(S(=O)(=O)N(CCO)CCO)cc1
→ 0, 0.1, 6, 1, -2, -1, -2, -1, 1
